Assay outcomes (PubChem BioAssay)
GPR151 ag: human GPR151 activation. AID 1508602. activation, % at 11.2 µM. Q8TDV0. 650,000 tested, 1% active. PathHunter beta-arrestin GPR151 cells, luminescence; in the data active = activation above about 4.9%;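 note: 0% = median of compound wells and 100% = cells with positive control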
Target sequence (Q8TDV0 whole entry, looked up): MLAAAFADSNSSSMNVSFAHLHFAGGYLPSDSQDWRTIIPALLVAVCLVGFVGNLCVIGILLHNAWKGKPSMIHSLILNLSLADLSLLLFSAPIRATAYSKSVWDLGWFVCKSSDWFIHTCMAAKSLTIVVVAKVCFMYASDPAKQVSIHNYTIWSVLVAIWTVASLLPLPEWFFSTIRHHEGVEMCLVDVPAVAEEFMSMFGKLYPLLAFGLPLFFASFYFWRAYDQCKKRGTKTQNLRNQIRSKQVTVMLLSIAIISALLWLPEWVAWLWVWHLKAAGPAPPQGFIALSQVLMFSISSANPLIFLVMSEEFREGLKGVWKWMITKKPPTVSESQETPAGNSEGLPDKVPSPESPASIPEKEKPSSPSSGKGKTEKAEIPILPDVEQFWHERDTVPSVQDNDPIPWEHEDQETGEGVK
MITF inh: human MITF inhibition, primary screen | AID 1259374 | 650,000 tested, 0.91% active | O75030 | inhibition, % at 2.6 µM | AlphaScreen MITF homodimerization, bead proximity signal; in the data active = inhibition above about 50%;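 note: 0% = vehicle wells with protein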
Target sequence (O75030 whole entry, looked up): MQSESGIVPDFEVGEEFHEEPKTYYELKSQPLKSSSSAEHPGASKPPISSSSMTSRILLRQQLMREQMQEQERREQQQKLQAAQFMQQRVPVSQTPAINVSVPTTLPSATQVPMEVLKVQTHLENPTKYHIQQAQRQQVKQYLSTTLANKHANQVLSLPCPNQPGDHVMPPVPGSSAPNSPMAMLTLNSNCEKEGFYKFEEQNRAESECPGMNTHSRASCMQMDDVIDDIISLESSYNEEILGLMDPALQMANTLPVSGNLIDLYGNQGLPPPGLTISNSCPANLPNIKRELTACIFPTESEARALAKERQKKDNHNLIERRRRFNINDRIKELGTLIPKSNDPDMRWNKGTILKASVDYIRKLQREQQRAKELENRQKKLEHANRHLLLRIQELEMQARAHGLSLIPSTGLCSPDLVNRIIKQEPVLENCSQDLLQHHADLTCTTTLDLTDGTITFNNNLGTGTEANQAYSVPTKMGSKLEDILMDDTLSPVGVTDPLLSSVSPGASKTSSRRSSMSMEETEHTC
TEAD-YAP block: TEAD-YAP interaction inhibition; inhibition, % at 9.12 µM; HEK-TIYL cells, TEAD-Gal4/YAP UAS-luciferase luminescence; 640,000 tested, 1.4% active; in the data active = inhibition above about 32%;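 note: 0% = median of test compound wells and 100% = reference inhibitor wells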
FBW7 act: human FBW7 E3 ligase activation, primary screen. Q969H0. AID 1259310. normalized activity (activation), % at 26.1 µM. AlphaScreen FBW7–phospho-cyclin E peptide binding, activator screen. 650,000 tested, 0.13% active; in the data active = normalized activity above about 1.9%;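 note: purified mutant Fbw7 with reduced substrate affinity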
* hit, by the source's call.

SMILES | GPR151 ag | MITF inh | TEAD-YAP block | FBW7 act
CC(=O)C(Sc1ncnc2sc3c(c12)CCC(C)C3)C(C)=O (stereo not given) | -0.5 | 7.8 | 1.7 | 0.0
O=C(NNC1=Nc2ccccc2SC1)c1ccccc1F | 2.3 | 7.2 | 12.4 | -0.9
Cc1nn(C)c(C)c1-c1cc(NCCCN2CCCC2=O)ncn1 | 1.5 | 5.4 | 1.6 | -0.1
COc1cccc(C2=CC(c3ccc(OC)c(OC)c3)n3nnnc3N2)c1 (stereo not given) | -0.4 | 29.8 | -4.7 | 0.0
CCOC(=O)c1nnn(C(CC)C(=O)Nc2ccc(C)c(C)c2)c1C(=O)OCC (stereo not given) | 2.1 | -8.7 | 2.2 | 0.3
O=C(Nc1ccccc1)c1cccc(N2C(=O)C3CC=CCC3C2=O)c1 (stereo not given) | -0.3 | 2.2 | 0.3 | 0.1
Cc1c(NC(=O)COC(=O)c2ccc3c(c2)OCCO3)c(=O)n(-c2ccccc2)n1C | 0.8 | 3.1 | 5.0 | 0.2
COC(=O)c1sc(NC(=O)c2ccc(OC)cc2)nc1C | 0.1 | 11.0 | -27.5 | 0.1
O=C(NCc1cccc(C(F)(F)F)c1)c1cc(NCc2cccnc2)nc2ccccc12 | -0.4 | 7.8 | 6.1 | 0.4
O=C(c1cccs1)N1CCC2(CC1)OCc1ccccc1O2 | -1.1 | -3.4 | 8.2 | 0.1
Cn1c(=O)cc2c3c(c(N4CCOCC4)ccc31)C(=O)c1ccccc1-2 | 0.6 | 1.9 | -5.7 | -0.1
CCOC(=O)C1=C(c2ccccc2)N=c2s/c(=C\c3ccc(N(C)C)cc3)c(=O)n2C1c1c(OC)ccc2ccccc12 (stereo not given) | -0.2 | 1.5 | 2.6 | -0.1
O=C(Nc1ccc2nc(-c3ccccc3)[nH]c2c1)c1cccs1 | 0.0 | -1.6 | -42.4 | -0.1
O=C(C1=C(O)C(=O)N(CCc2ccccc2)C1c1ccc(F)cc1)c1cccs1 (stereo not given) | 0.0 | -1.8 | 3.6 | -0.1
CNC(=O)c1ccccc1N(Cc1ccccc1)S(=O)(=O)c1ccccc1 | 1.5 | 7.5 | 3.9 | -0.1
COc1ccccc1N=Nc1c(C)[nH][nH]c1=O | 0.4 | -1.5 | -10.7 | -0.2
Cc1ccc(N2CCN(C3=NC(=O)/C(=C/c4ccc(N(C)C)cc4)S3)CC2)cc1Cl | 0.8 | -6.6 | 0.2 | -0.3
O=C1CC(c2ccccc2OCc2ccccc2)c2cc3c(cc2N1)OCO3 (stereo not given) | -0.9 | -0.2 | 5.3 | -0.1
CC1(C)CC(=O)C2=C(C1)OC1=C(C(=O)CC(C)(C)C1)C2c1ccc(O)cc1 | 1.5 | 2.4 | 12.9 | 0.0
COC(=O)CSc1nnc(-c2ccco2)n1-c1ccccc1OC | -0.1 | -14.5 | 0.1 | 0.3
CSc1ccccc1NC(=O)CN(c1cc(C)cc(C)c1)S(C)(=O)=O | -1.0 | 11.3 | -1.8 | 0.4
CCOC(=O)N1CCN(C(=O)C2CCN(c3nc4c(C)cc(C)cc4s3)CC2)CC1 | -1.1 | -2.7 | 7.7 | 0.1
COC(=O)C1=C(C)N(CC(C)C)C(=O)/C1=C\c1cccc(OC)c1OC | -0.6 | 13.2 | -4.2 | 0.1
Cc1nc2c(SCc3cccnc3)nnc(-c3ccccc3)c2s1 | 2.3 | 3.7 | -15.2 | -0.1
O=C(NCc1n[nH]c(=S)n1-c1cccc(C(F)(F)F)c1)c1ccc(S(=O)(=O)N2CCCCC2)cc1 | 5.4* | 8.4 | 8.2 | 0.0

17 of the compounds above, with two lines to a compound.
Every second line gives: GPR151 ag | MITF inh | TEAD-YAP block | FBW7 act
> CC(=O)C(Sc1ncnc2sc3c(c12)CCC(C)C3)C(C)=O (stereo not given)
  -0.5 | 7.8 | 1.7 | 0.0
> O=C(NNC1=Nc2ccccc2SC1)c1ccccc1F
  2.3 | 7.2 | 12.4 | -0.9
> Cc1nn(C)c(C)c1-c1cc(NCCCN2CCCC2=O)ncn1
  1.5 | 5.4 | 1.6 | -0.1
> COc1cccc(C2=CC(c3ccc(OC)c(OC)c3)n3nnnc3N2)c1 (stereo not given)
  -0.4 | 29.8 | -4.7 | 0.0
> CCOC(=O)c1nnn(C(CC)C(=O)Nc2ccc(C)c(C)c2)c1C(=O)OCC (stereo not given)
  2.1 | -8.7 | 2.2 | 0.3
> O=C(Nc1ccccc1)c1cccc(N2C(=O)C3CC=CCC3C2=O)c1 (stereo not given)
  -0.3 | 2.2 | 0.3 | 0.1
> Cc1c(NC(=O)COC(=O)c2ccc3c(c2)OCCO3)c(=O)n(-c2ccccc2)n1C
  0.8 | 3.1 | 5.0 | 0.2
> COC(=O)c1sc(NC(=O)c2ccc(OC)cc2)nc1C
  0.1 | 11.0 | -27.5 | 0.1
> O=C(NCc1cccc(C(F)(F)F)c1)c1cc(NCc2cccnc2)nc2ccccc12
  -0.4 | 7.8 | 6.1 | 0.4
> O=C(c1cccs1)N1CCC2(CC1)OCc1ccccc1O2
  -1.1 | -3.4 | 8.2 | 0.1
> Cn1c(=O)cc2c3c(c(N4CCOCC4)ccc31)C(=O)c1ccccc1-2
  0.6 | 1.9 | -5.7 | -0.1
> CCOC(=O)C1=C(c2ccccc2)N=c2s/c(=C\c3ccc(N(C)C)cc3)c(=O)n2C1c1c(OC)ccc2ccccc12 (stereo not given)
  -0.2 | 1.5 | 2.6 | -0.1
> O=C(Nc1ccc2nc(-c3ccccc3)[nH]c2c1)c1cccs1
  0.0 | -1.6 | -42.4 | -0.1
> O=C(C1=C(O)C(=O)N(CCc2ccccc2)C1c1ccc(F)cc1)c1cccs1 (stereo not given)
  0.0 | -1.8 | 3.6 | -0.1
> CNC(=O)c1ccccc1N(Cc1ccccc1)S(=O)(=O)c1ccccc1
  1.5 | 7.5 | 3.9 | -0.1
> COc1ccccc1N=Nc1c(C)[nH][nH]c1=O
  0.4 | -1.5 | -10.7 | -0.2
> Cc1ccc(N2CCN(C3=NC(=O)/C(=C/c4ccc(N(C)C)cc4)S3)CC2)cc1Cl
  0.8 | -6.6 | 0.2 | -0.3

Additional records
SMILES | GPR151 ag | MITF inh | TEAD-YAP block | FBW7 act
CCOC(=O)N1CCN(C(=O)C(NC(=O)C2CCC(C)CC2)C(C)C)CC1 (stereo not given) | 0.0 | -19.1 | -6.5 | 0.3
CCOc1ccccc1Nc1nc2ccc(C)cc2n2cnnc12 | 0.0 | 22.2 | 6.0 | 0.9
CC(C)Oc1ccc(CN2CCN(CCCc3ccccc3)C(CCO)C2)cc1CO (stereo not given) | -1.5 | -9.0 | 3.0 | 0.6
CSc1nc(N)c2c(n1)NC1=C(C(=O)CC(C)(C)C1)C2c1ccncc1 (stereo not given) | -0.8 | 12.4 | -3.6 | 0.1
Cn1ccc(-c2cccs2)nc1=NC#N | 0.1 | -0.4 | 12.5 | 0.1
CC(C)(C)C(=O)Nc1ccccc1NC(=O)C(C)(C)C | -1.2 | -14.0 | -0.5 | 0.0
Cc1cc(C(=O)C(F)(F)F)c(C)n1-c1ccc(N)cc1 | 2.7 | 2.2 | -28.7 | 0.1
Cc1cccc(C)c1N=C1S/C(=C\c2cc(Br)ccc2OCc2ccc(Cl)cc2Cl)C(=O)N1c1ccccc1 | -0.4 | 7.7 | 5.2 | 0.0
COCCNC(=O)CSc1nc2ccsc2c(=O)n1NC(=O)c1ccccc1 | 3.5 | 7.7 | -19.3 | 0.1
COc1ccc(C(C(=O)NC2CCCCC2)N2CCOCC2)cc1 (stereo not given) | -0.2 | -15.4 | -5.2 | -0.1
CC1(C)Cc2cccc(OCC(=O)NNC(=O)c3ccccc3-n3cccc3)c2O1 | 2.5 | 3.5 | 7.3 | -0.2
CCOc1cc(C(=O)Nc2c3c(nn2-c2ccc(Cl)cc2)CSC3)cc(OCC)c1OCC | 0.3 | -5.8 | -6.3 | -0.1
O=C(CN1CCC(n2nnc3cc(F)ccc32)CC1)Nc1ccc(F)c(Cl)c1 | -0.5 | -8.4 | -11.5 | 0.1
CCCCOc1ccc(NC(=O)c2sc3nc(N)c(C#N)cc3c2N)cc1 | -1.6 | -2.2 | 1.4 | 0.0
CN(Cc1n[nH]c2c1CCCC2)C(=O)CCc1nnc(Cc2c[nH]c3ccccc23)o1 | 0.4 | 2.0 | -3.4 | -0.1
Cc1ccc(-c2csc(NC(=O)CSc3nnc(C)n3-n3cccc3)n2)cc1 | -1.0 | -3.0 | -0.1 | 0.0
O=C(CSc1nnnn1C1CCCC1)Nc1ccc(OCc2ccccc2)cc1 | 0.1 | -0.6 | 19.5 | 0.0
Nc1nc(-c2csc3ccccc23)nc2c1ncn2Cc1ccc(C(F)(F)F)cc1 | 0.2 | -0.1 | -10.7 | -0.2
Cc1ccc(NC(=O)CSc2nc3c(c(=O)n2C)SCC3)c(C)c1 | 7.4* | 4.7 | 24.7 | 0.0
Cc1ccc(SCC(=O)NCc2nc(-c3ccc(C)cc3)no2)cc1 | -0.8 | -3.1 | 2.1 | 0.0
CC(=O)Nc1ccc(N2C(=O)c3cccc4cc([N+](=O)[O-])cc(c34)C2=O)cc1 | 1.9 | 1.3 | 7.0 | 0.1
CCCC(C(=O)O)N1C(=O)/C(=C/c2cccc(OC)c2OC)SC1=S (stereo not given) | 1.0 | -5.8 | -2.9 | -0.1
COc1ccc2oc(=Nc3ccccc3C(N)=O)c(C(N)=O)cc2c1 | 0.5 | -6.8 | -5.4 | -0.1
COc1ccccc1NS(=O)(=O)c1cccc2ccccc12 | 0.3 | -34.0 | 7.9 | 0.1
Cc1c(C(=O)NC2CC(C)(C)NC(C)(C)C2)cccc1[N+](=O)[O-] | -0.2 | -27.9 | 11.8 | 0.2

Next part
SMILES | GPR151 ag | MITF inh | TEAD-YAP block | FBW7 act
COC(=O)c1ccc(CN(C)C2CCN(C)CC2)cc1 | -0.1 | 57.0* | -4.5 | 0.1
CCN(CCN(C)C)Cc1ccc([N+](=O)[O-])cc1 | -0.1 | 48.3 | 7.2 | -0.2
COc1ccc2c(c1)sc(=NC(=O)c1ccc(S(=O)(=O)N3CCCC3)cc1)n2C | 1.0 | -3.7 | -1.9 | -0.1
COc1cc(CN2CCNC(=O)C2CC(=O)NCCCn2ccnc2C)cc(OC)c1 (stereo not given) | 0.7 | 3.3 | -7.7 | 0.0
CCOC(=O)C1=C(C)N(c2ccccc2)C(C)=C(C(=O)OCC)C1c1ccc(N(C)C)cc1 | 1.6 | -0.9 | 5.0 | 0.1
CCSCCOC(=O)C1=C(C)NC2=C(C(=O)CC(C)(C)C2)C1c1ccc(OC(C)=O)c(OC)c1 (stereo not given) | 0.7 | -1.2 | 6.5 | 0.0
COc1ccc(S(=O)(=O)N2CCC(C(=O)NCCO)CC2)cc1C | -1.2 | -3.9 | 6.1 | 0.0
COC(=O)C1=C(C)NC(=O)CC1c1ccc(F)c(Br)c1 (stereo not given) | 0.6 | 3.0 | 6.8 | 0.1
O=C(OC1CSc2nnnn2C1)c1ccccc1Cl (stereo not given) | -0.5 | -5.8 | -3.5 | -0.3
CCC1(CC)Cc2ccccc2-c2nc(NCCO)[nH]c(=O)c21 | 0.4 | 14.1 | 2.4 | -0.1
COc1ccccc1NC(=O)CSc1nc2ccccc2n1S(=O)(=O)c1cc([N+](=O)[O-])ccc1C | 1.5 | 1.6 | 7.8 | -0.1
CCN1CCN(C(c2ccccc2F)c2nnnn2Cc2ccco2)CC1 (stereo not given) | 0.0 | 0.9 | -2.8 | 0.2
O=C1NC(=S)N/C1=C/c1ccc(-c2ccc(Cl)c([N+](=O)[O-])c2)o1 | 0.2 | 13.8 | -4.2 | 0.8
CC(=O)Nc1ccc(OC(=O)c2cccs2)cc1 | -1.0 | -11.2 | 10.7 | 0.0
COc1ccc(-n2c(=C(C#N)C#N)s/c(=C/c3ccc(NC(C)=O)cc3)c2=O)cc1 | 0.1 | 5.9 | 7.5 | 0.1
COc1ccc(C2(C(=O)NCCc3ccc(OC)c(OC)c3)CCOCC2)cc1 | 1.4 | -8.5 | -4.2 | 0.1
CC1CC(C)(C)N(C(=O)Cc2ccc(F)cc2)c2ccccc21 (stereo not given) | 0.0 | 6.2 | 4.4 | 0.0
CCc1nnc(SCC(=O)Nc2cc(Cl)cc(Cl)c2)n1N | 1.1 | -13.6 | 7.3 | 0.2
c1cnc(N2CCN(c3cnccn3)CC2)nc1 | -0.6 | 6.0 | -6.4 | -0.1
Cn1c(=O)c2c(nc(SCC(N)=O)n2Cc2ccccc2)n(C)c1=O | -0.9 | 5.8 | 0.5 | -0.1
O=C(Cn1cnc2c(nnn2-c2cccc(Cl)c2)c1=O)NC1CCCC1 | 1.3 | -0.2 | 2.5 | 0.0
O=C1[C@@H]2C[C@H](NCc3cccc4cccnc34)CN2C(=O)[C@@H]2CCCN12 | -0.6 | 12.7 | 9.0 | 0.1
CCS(=O)(=O)c1nc2ccccc2n1CCOc1ccc(OC)cc1 | -0.1 | -3.8 | -0.9 | -0.1
Cc1cc(C=O)c(C)n1-c1ccc2c(c1)CCC2 | 1.6 | 3.1 | -0.9 | -0.2
CCOC(=O)c1c(NC(=O)c2ccccc2)sc2c1CCCC2 | 3.3 | 21.5 | 2.5 | 0.0
NC(=O)C1CN(S(=O)(=O)c2ccccc2)CCN1S(=O)(=O)c1ccccc1 (stereo not given) | 0.1 | 4.9 | -4.1 | 0.1
O=C(CN1CCN(c2ncccn2)CC1)c1ccc2c(c1)OCCO2 | 0.6 | 15.6 | 4.3 | 0.0
O=C(NC(Nc1ccc(Br)cc1)C(=O)c1ccccc1)c1ccccc1 (stereo not given) | 0.8 | -2.9 | -7.0 | -0.1
Cn1c(O)c(C2=c3ccccc3=NC2=O)c2ccccc21 | -1.1 | 17.0 | 5.8 | 0.1
CCS(=O)(=O)c1ccc2oc(=O)c(/C=C(\O)c3ccc(C)cc3)nc2c1 | -1.1 | 12.7 | 5.6 | -0.1
